NR2E3 ag-1 – activates human photoreceptor nuclear receptor NR2E3. inhibition of corepressor binding, % at 4.78 µM. AID 2300. Q9Y5X4. GST-NR2E3/biotin-RetCOR TR-FRET, 1536-well. actives 0.12% (n = 320,000);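 active means percent inhibition above the cutoff of mean plus 3 SD of all tested compounds, set per screening campaign, cut at about 20% in these data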;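 further: 0% = DMSO wells and 100% = biotin wells as full block of FRET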
Target sequence (Q9Y5X4 whole entry, looked up): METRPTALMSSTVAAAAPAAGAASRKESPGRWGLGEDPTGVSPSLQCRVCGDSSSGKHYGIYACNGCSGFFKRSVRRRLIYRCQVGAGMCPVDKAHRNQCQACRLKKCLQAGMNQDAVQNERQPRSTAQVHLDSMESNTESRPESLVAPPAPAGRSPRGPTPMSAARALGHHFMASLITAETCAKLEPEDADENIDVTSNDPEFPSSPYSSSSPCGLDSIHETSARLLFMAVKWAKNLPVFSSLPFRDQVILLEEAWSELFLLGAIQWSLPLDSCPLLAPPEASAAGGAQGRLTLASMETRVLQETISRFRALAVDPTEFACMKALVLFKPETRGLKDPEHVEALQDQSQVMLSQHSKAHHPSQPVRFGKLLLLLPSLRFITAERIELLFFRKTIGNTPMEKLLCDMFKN
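System: GST-tagged NR2E3 plus biotinylated RetCOR corepressor; Buffer or medium: pH 7.5 Tris-based buffer; Probe or stimulus: RetCOR corepressor, biotinylated, 7 nM; Doses: compound at 4.8 µM, single dose; Schedule: 5 h incubation at 4 °C; Technique: time-resolved FRET; Evaluation: percent inhibition of TR-FRET ratio; Replication: one well per compound, singlicate testing.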
Shn3 inh set2 – reduces Shn3 3'UTR luciferase signal in osteoblasts. Clone20 osteoblast Shn3 3'UTR firefly luciferase, 24 h. inhibition, % at 12.5 µM. actives 0.52% (n = 360,000). AID 588674;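 active means mean inhibition of at least 75% with every replicate also reaching 75%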;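 further: 0% = median of neutral control wells and 100% = pilot-screen positive control compound; some compounds past the cut are filed as inactive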
EBV LMP1 NFkB – inhibitors of Epstein-Barr LMP1-induced NF-kappaB reporter. LMP1-induced NF-kappaB luciferase reporter cells, luminescence. inhibition, % at 12.5 µM. actives 0.69% (n = 350,000). AID 504558; in the data active means inhibition above about 41%;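 further: 0% = neutral control wells and 100% = reference inhibitor control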
KKLEB tox – counter-screen for CF NF-kB inhibitors: cytotoxicity; KKLEB CF airway cells viability, ATPlite luminescence, overnight; stronger effect = lower value; cells stimulated with P. aeruginosa culture filtrate; activity change (cytotoxicity), % at 5 µM; actives 0.36% (n = 360,000);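 active means corrected activity change at or below -50% at 5 µM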
NR2E3 ag-2 – agonists of human NR2E3 nuclear receptor; AID 602229; actives 0.35% (n = 360,000); inhibition of corepressor binding, % at 3.98 µM; CHO-S Gal4-NCOR/VP16-NR2E3 two-hybrid, luciferase; Q9Y5X4;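 active means inhibition above the mean of all tested compounds plus 3 SD, cut at about 70% in these data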;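 further: 0% = DMSO with NR2E3 transfected cells and 100% = cells lacking NR2E3 construct; higher means lower luciferase signal from less NR2E3 corepressor binding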
TRPM1 prom inh – inhibitors of MITF-driven TRPM1 promoter in melanoma cells; SK-MEL-5 TRPM1 promoter luciferase, 24 h; actives 0.83% (n = 330,000); inhibition, % at 12.5 µM;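 active means mean inhibition across replicates of 60% or more, whatever share of single replicates reaches that level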; further: values of inactives mirror those of a sister screen read the other way
Peg3 prom inh – reduces Peg3 promoter-driven luciferase expression in HeLa | HeLa PEG-Prom luciferase reporter, luminescence, overnight | inhibition, % at 20 µM | actives 1.7% (n = 360,000) | AID 588405;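 active means inhibition of at least 50% at 20 µM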
C8 TRAIL sens – caspase-8 TRAIL sensitization. NB7+C8 cells + TRAIL, ATPlite viability luminescence. inhibition (viability loss, TRAIL sensitization), % at 10 µM. actives 1% (n = 360,000);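 active means compounds causing at least 50% loss of cell viability in the single-dose screen, relative to plate controls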
HIF-2a block – inhibitors of HIF-2a | actives 0.72% (n = 360,000) | 786-0 RCC cells HIF-2a reporter, luciferase luminescence, overnight | inhibition, % at 18.8 µM | AID 624352;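 active means inhibition of the luminescence signal of 40% or more relative to plate controls, in a single-dose primary screen at 18.75 µM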
CF NFkB inh – cystic fibrosis NF-kB activation inhibition; KKLEB NF-kB-GFP reporter, PAF-induced, GFP fluorescence overnight; inhibition, % at 5 µM; actives 0.86% (n = 360,000);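 active means at least 50% inhibition at 5 µM, scaled per plate between neutral and stimulator controls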;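 further: PAF is a Pseudomonas aeruginosa culture filtrate used as stimulus; plate controls were PAF-stimulated DMSO wells for no effect and unstimulated DMSO wells for full effect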
iPSC survival up – increases survival of single human iPS cells; hiPSC single-cell survival, ATPlite luminescence; 100% = ROCK inhibitor wells, 0% = DMSO; actives 0.044% (n = 360,000); survival enhancement, % at 20 µM; in the data active means survival enhancement above about 18%;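 further: cells exposed to compounds for 16 hours before the ATP read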
An asterisk follows results filed as active; x = no result given. Only part of the results is shown; count on the stated rates, not on these rows.

SMILES	NR2E3 ag-1	Shn3 inh set2	EBV LMP1 NFkB	KKLEB tox	NR2E3 ag-2	TRPM1 prom inh	Peg3 prom inh	C8 TRAIL sens	HIF-2a block	CF NFkB inh	iPSC survival up
COc1cc(CN2CCNC(=O)C2CC(=O)NCCC2=CCCCC2)cc(OC)c1 (configuration not stated)	1	-5	-1	6	11	5	-11	-5	8	6	-0.9
COc1ccc(C(=O)NC2CCc3ccccc32)cc1OC1CCN(C(C)C)CC1 (configuration not stated)	0	-15	-9	-10	-2	5	-49	1	-61	-6	-0.5
O=C(Nc1ccccc1F)c1ccc(OCc2ccccc2)cc1	1	-103	-13	-5	-60	-74	-248	9	-228	2	0.1
CC1CCCC(NC(=O)CSC2CCCCC2)C1C (configuration not stated)	8	-11	-1	-1	-22	-33	-30	14	-64	-11	0.3
CC1CCCC(NC(=O)CSc2ccc(F)cc2)C1C (configuration not stated)	4	7	-3	4	-14	-9	2	-2	-3	12	0.1
NNC(=O)CCCNc1ncc(C(F)(F)F)cc1Cl	-1	0	1	-6	-24	-1	1	-5	15	6	-1.9
O=C1c2ccccc2NC(c2ccc(-c3ccc(C(F)(F)F)cc3)o2)N1O (configuration not stated)	x	14	40	-10	-27	25	31	-1	-54	-6	0.8
CCc1cc(OCCN(C)C)ccc1Cl	0	11	3	4	5	15	11	-1	14	-3	0.7
Cc1cc(OCn2ccc(C(=O)O)n2)ccc1Cl	1	8	4	13	-12	-3	-4	-8	11	10	1.5
Cc1ccc(NC(=S)NC2CC3CCCC(C2)N3Cc2ccco2)cc1 (configuration not stated)	2	10	7	4	11	1	6	1	14	-7	-0.5
O=C(Cc1cccc2ccccc12)NN1C(=O)C2C(C1=O)C1C=CC2C12CC2 (configuration not stated)	-3	4	-4	-7	8	3	21	-6	19	-4	-1.0
CC(=O)c1ccc(NC(=O)C2CCCO2)cc1 (configuration not stated)	2	-12	-18	-3	-22	-16	-28	5	-34	-3	-0.5
COc1ccc(CC(=O)NCCCCc2ccccc2)cc1OC	-5	-1	9	23	-3	10	1	-2	11	-5	1.4
Cc1coc2cc3oc(=O)c(CC(=O)N4C[C@H]5C[C@@H](C4)c4cccc(=O)n4C5)c(C)c3cc12	1	-9	0	6	6	-4	-3	-2	14	-9	-1.4
COc1ccc(NS(=O)(=O)c2cc(NS(=O)(=O)c3cc(C(=O)O)ccc3OC)ccc2C)cc1	x	-10	1	-15	-10	3	22	1	10	25	-0.4
COc1ccccc1C1=Nc2cccc3cccc(c23)N1	-2	-3	0	3	1	-16	-21	7	-35	-20	-0.7
Cc1ccc(C)c(SCC(=O)NCC(c2ccco2)N2CCCCC2)c1 (configuration not stated)	-5	-10	3	-7	-8	-3	11	6	6	-8	0.1
O=C(O)c1cccc(NC(=O)c2ccc3c(c2)C(=O)N(C2CCCCC2)C3=O)c1	2	-41	-2	-12	4	-24	-24	8	-49	6	0.2
Cc1cccc2cc(CN(Cc3ccco3)C(=O)c3ccncc3)c(=O)[nH]c12	-2	10	8	8	-4	14	17	-7	14	-4	9.4
Cc1ccc(S(=O)(=O)N2CCN(C(=O)C3CC(=O)N(c4ccc5c(c4)OCCO5)C3)CC2)cc1 (configuration not stated)	5	15	11	14	3	-3	5	-1	1	-9	-0.4
COc1cc(/C=N\NC(=O)c2ccc(-c3ccccc3)cc2)cc(OC)c1O	3	-28	2	16	4	-33	-60	5	-45	-29	1.1
CCCOc1ccc(CC(=O)NCC2(c3ccccc3)CCOCC2)cc1OC	-1	3	1	5	-5	16	19	17	1	0	0.1
CCc1cccc(C)c1NC(=S)N(CCN(C)C)Cc1cccs1	1	-56	-5	-8	4	-7	16	-22	16	-3	-0.5
COc1cccc(CNC(=O)CN(c2cc(C)cc(C)c2)S(=O)(=O)c2c(C)noc2C)c1	2	8	8	-3	15	-1	4	6	9	12	-1.1
Cc1ncc([N+](=O)[O-])n1CC(O)CCl (configuration not stated)	3	-10	-3	-7	-17	-6	-3	7	7	-4	-0.9
Cc1ccccc1C(=O)Nc1scc(-c2ccc(Br)cc2)c1C(=O)O	0	-6	10	-1	-27	11	-26	0	-120	-8	-0.7
CCOc1ccc(N2CC(C(=O)Nc3ccccc3OC)CC2=O)cc1 (configuration not stated)	2	-4	9	-2	-21	x	3	12	-4	9	0.4
Cc1ccc(C(=O)NCC(=O)Nc2ccc(F)c(F)c2F)cc1	-2	3	-4	-6	0	0	7	-4	8	-2	1.8
COc1ccccc1OCCNC(=O)c1ccc(C)o1	-1	-4	-5	-2	-16	3	-64	-16	-88	0	0.2
CCOc1ccc(N=c2scc(-c3ccccc3)n2CCO)cc1	0	-14	-36	-9	-94	-24	-153	-8	-265	5	0.7
CCCOC1CCCN(C(=O)c2cc(Cl)c(Cl)cc2C(=O)O)C1 (configuration not stated)	-3	-11	-2	4	-16	-2	4	-26	20	18	1.3
CN(c1ccccc1)S(=O)(=O)c1cccc(NC(=O)Cn2cnc3c2c(=O)n(C)c(=O)n3C)c1	-4	17	18	0	-7	10	45	12	31	5	0.5
CCCn1c(SCC(=O)Nc2ccccc2C(=O)NC2CC2)n[nH]c1=O	1	-3	-2	7	2	5	-1	-8	-1	-30	-0.4
CC(C)N=C(NC#N)SCc1ccc(F)cc1	-1	15	-9	14	-22	5	5	2	14	-11	-0.5
Cc1ccc(S(=O)(=O)N2CCN(C(=O)COC(=O)c3ccc(O)cc3)CC2)c(C)c1	1	8	-7	-13	-1	9	15	8	10	21	-0.2
CC(C)(C)c1ccccc1OCCCCCNCCO	0	18	-4	-13	-10	-3	7	-15	8	23	-1.2
Cc1ccc(S(=O)(=O)N2CCOCC2)cc1C(=O)Nc1nc(-c2cccnc2)cs1	1	42	-6	-1	-8	14	17	0	-1	6	4.7
CC(C)CC(C(=O)Nc1cccc(O)c1)N1C(=O)c2ccccc2C1=O (configuration not stated)	4	11	9	-7	-27	-4	2	-8	7	19	-0.2
COC(=O)c1ccccc1NC(=O)CN1C(=O)c2ccccc2S1(=O)=O	7	-3	-2	11	-19	4	13	-9	9	-11	-1.2
Cc1nnc(N2CCC(C(=O)N3CCCCC3)CC2)c2nn(-c3ccc(Cl)cc3)c(C)c12	4	18	0	-5	3	-2	34	5	11	22	-0.1

Reformatted with two lines to a compound: part of the list above.
Fields – NR2E3 ag-1	Shn3 inh set2	EBV LMP1 NFkB	KKLEB tox	NR2E3 ag-2	TRPM1 prom inh	Peg3 prom inh	C8 TRAIL sens	HIF-2a block	CF NFkB inh	iPSC survival up
CN(c1ccccc1)S(=O)(=O)c1cccc(NC(=O)Cn2cnc3c2c(=O)n(C)c(=O)n3C)c1
  -4	17	18	0	-7	10	45	12	31	5	0.5
CCCn1c(SCC(=O)Nc2ccccc2C(=O)NC2CC2)n[nH]c1=O
  1	-3	-2	7	2	5	-1	-8	-1	-30	-0.4
CC(C)N=C(NC#N)SCc1ccc(F)cc1
  -1	15	-9	14	-22	5	5	2	14	-11	-0.5
Cc1ccc(S(=O)(=O)N2CCN(C(=O)COC(=O)c3ccc(O)cc3)CC2)c(C)c1
  1	8	-7	-13	-1	9	15	8	10	21	-0.2
CC(C)(C)c1ccccc1OCCCCCNCCO
  0	18	-4	-13	-10	-3	7	-15	8	23	-1.2
Cc1ccc(S(=O)(=O)N2CCOCC2)cc1C(=O)Nc1nc(-c2cccnc2)cs1
  1	42	-6	-1	-8	14	17	0	-1	6	4.7

(continued)
SMILES	NR2E3 ag-1	Shn3 inh set2	EBV LMP1 NFkB	KKLEB tox	NR2E3 ag-2	TRPM1 prom inh	Peg3 prom inh	C8 TRAIL sens	HIF-2a block	CF NFkB inh	iPSC survival up
Cc1ccc(C)c(S(=O)(=O)N2CCC3(CC2)OCCN3S(=O)(=O)c2cccs2)c1	2	-6	0	6	-9	-2	-10	19	19	21	-0.2
CCOC(=O)C(/C(C)=N/NC(=O)C1CC1c1ccccc1)C(C)C (configuration not stated)	0	-17	8	3	15	8	9	1	13	3	2.4
Cc1cc(C)cc(NC(=O)c2ccc(S(=O)(=O)C(F)F)cc2)c1	-4	6	-5	-7	-6	-15	-55	10	-86	5	-2.5
CSc1nc2nc(-c3ccccc3)cc(C(F)(F)F)n2n1	-2	-11	-5	14	-6	12	3	-1	-13	-15	-2.2
Cc1c(OCC(=O)NCCCN2CCOCC2)ccc2c(-c3ccccc3)cc(=O)oc12	1	10	0	3	7	5	18	5	-4	-8	-0.6
CCOC(=O)c1sc2nc3c(cc2c1N)C(=O)CC(C)(C)C3	-2	-91	-8	3	-6	-36	-97	-2	-195	0	1.8
O=C(COC(=O)COc1ccccc1[N+](=O)[O-])NC1CCCC1	2	-43	2	-6	-54	6	0	1	22	4	-2.1
CCNc1nc(NCC)nc(-n2nc(C)cc2C)n1	1	24	9	0	55	8	-2	-11	20	-9	0.0
COc1ccc(CC(N)c2csc(NC(=O)NCCc3ccc(OC)c(OC)c3)n2)cc1 (configuration not stated)	x	21	x	-7	3	x	3	10	-2	11	2.1
OCCN(Cc1ccccc1)CC1CCCCC1	5	8	3	5	-12	1	-2	-7	8	-1	-3.3
CCN(C(=O)CSc1nnc(-c2ccccc2Cl)n1C1CCCC1)C1CCS(=O)(=O)C1 (configuration not stated)	1	3	-8	-10	-22	6	-2	-9	-28	-13	-1.4
Nc1nnnn1/N=C/c1ccc(Br)cc1	x	-30	9	-16	-1	-5	-8	-3	-13	3	1.2
Cc1cccc(C)c1OCC(O)CNC(C)C (configuration not stated)	5	5	-4	-1	-8	3	3	-4	17	-2	3.6
CCOc1cccc(-c2nnc3sc(-c4ccco4)nn23)c1	-1	-12	-35	11	-30	-34	-55	-2	-71	-30	-0.6
COc1cccc(CN2CC(C(=O)NCCn3ccc(C)n3)CCC2=O)c1 (configuration not stated)	-1	-1	-4	14	-7	2	11	3	5	-8	-0.5
CC(C)(C)OC(=O)NCCc1nnc(SCc2ccccc2)o1	-7	x	x	-13	0	x	-1	-19	8	-1	-0.5
O=C(NC1CCCCC1)c1cc(S(=O)(=O)N2CCOCC2)ccc1Cl	2	4	1	7	-45	2	-14	-9	-3	-7	-0.4
COc1ccc(COC(=O)N/N=C(\C)CC(=O)Nc2c(C)cc(C)cc2C)cc1	1	-3	3	0	-15	1	7	-1	-4	5	-2.1
COc1cccc(NC(=O)CN(C)C(=O)COc2cc(C)ccc2Cl)c1	-1	8	-5	-24	-27	3	2	-15	12	29	-0.4
Cc1cccc(C)c1NC(=O)c1ccc(-c2ccc(Cl)cc2Cl)o1	2	-4	4	-20	-43	-6	31	1	37	48	4.7
Cc1ccc(CNC(=O)c2ccc3c(c2)NC(=O)CS3)cc1	2	-3	-7	-3	6	11	-4	-10	-9	9	1.0
COc1ccc(NC(=O)CSc2nnnn2Cc2ccccc2)cc1	-1	-24	-1	4	17	-2	0	1	4	-10	-0.2
C/C(=N\NC(=O)c1ccc(OC2CCCC2)cc1)c1ccc(C)s1	-4	-2	-3	-4	5	4	-2	-5	-1	15	-1.4
